# KCNQ1 inh: inhibitors of human KCNQ1 potassium channel | 1.3% of 310,000 active | AID 2642 | B-score at 10 µM | CHO-K1 KCNQ1, FluxOR thallium flux fluorescence; active compounds read high;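 active = compounds whose thallium flux B-score, printed positive for inhibition, exceeds three library SD while starting fluorescence stays within three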;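 note: channel opened by potassium depolarization with thallium stimulus after 20 min compound exposure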
# hERG rescue: hERG (human) protection from proarrhythmic block; 0.51% of 310,000 active; Q12809; CHO-hERG, FluxOR thallium flux, dofetilide IC70 present; activation (rescue from dofetilide block), less the hit threshold, % at 10 µM;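 active = activation above the mean of controls blocked by dofetilide plus 5 SD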;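 note: thallium influx through hERG after potassium depolarization seen as dye fluorescence rise; in these data hits start at about 4.7%; inactives centre near -7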
# PolyA inh: yeast polyadenylation inhibition. S. cerevisiae SKY197-pL101 polyadenylation reporter, beta-gal luminescence; efflux-impaired pdr1/pdr3 knockout yeast; score 100 = 6 SD above DMSO. calls only at 12 µM. 0.02% of 300,000 active. AID 1875;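 active = lowest replicate activity score at least 50, where 100 means six control SD above control mean; inconclusive = lowest score under 50 but half or more replicates reach 50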;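 note: yeast exposed to compound for 9 h at 30 °C; higher score means more reporter readthrough which indicates perturbed polyadenylation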
# RGS4 act: RGS4 potentiation or activation | HEK293 M3R/inducible RGS4, carbachol calcium flux Fluo4; active compounds read low | B-score at 10 µM | 0.92% of 310,000 active;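 active = B-score of the integrated calcium signal more than 4 SD below the library mean, with starting fluorescence not abnormally high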;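 note: negative B-score means reduced calcium response which marks RGS4 activation or potentiation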
#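 Detection: kinetic calcium fluorescence imaging with Fluo4-AM dye, 2 µM / Material: HEK293 cells with stable M3R and inducible RGS4 / Schedule: recording 10 s baseline at 1 Hz, 100 s post-agonist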
# KCNQ1 pot: potentiates or activates the human KCNQ1 potassium channel | P51787 | CHO-K1 KCNQ1, thallium flux FluxOR fluorescence; active compounds read high | B-score at 10 µM | 0.35% of 310,000 active | AID 2648;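 active = fluorescence ratio B-score, a plate-corrected score, at least three library SD, with initial intensity B-score within 5 SD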
#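 Doses: Single concentration per compound, DMSO matched to controls | Test system: KCNQ1-transfected CHO-K1 cells | Timing: 90 min dye loading and 20 min compound exposure, both at room temperature | Measured by: Kinetic FluxOR thallium fluorescence, 10-s 1-Hz baseline, 110-s post-stimulus read | Medium: Assay buffer with matched DMSO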
# Dyrk1A ADPGlo: inhibitors of rat Dyrk1A kinase; ADP-Glo luminescence, NFATc1 peptide; inhibition, % at 12.5 µM; 0.43% of 310,000 active; AID 504441; in the data active = inhibition above about 50%;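 note: plate controls were vehicle with enzyme for no effect and no enzyme for full effect; many of its hits are not listed in these tables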
# GSK3A inh: human GSK-3 alpha kinase inhibition | inhibition, % at 10 µM | 0.1% of 320,000 active | ADP-Glo luminescence, 60 min | AID 2650;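 in the data active = inhibition above about 50%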;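 note: GST-tagged GSK-3 alpha with peptide substrate and 25 µM ATP; 0% = DMSO neutral wells and 100% = GW8510 positive control wells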
# Target sequence (P49840 whole entry, looked up): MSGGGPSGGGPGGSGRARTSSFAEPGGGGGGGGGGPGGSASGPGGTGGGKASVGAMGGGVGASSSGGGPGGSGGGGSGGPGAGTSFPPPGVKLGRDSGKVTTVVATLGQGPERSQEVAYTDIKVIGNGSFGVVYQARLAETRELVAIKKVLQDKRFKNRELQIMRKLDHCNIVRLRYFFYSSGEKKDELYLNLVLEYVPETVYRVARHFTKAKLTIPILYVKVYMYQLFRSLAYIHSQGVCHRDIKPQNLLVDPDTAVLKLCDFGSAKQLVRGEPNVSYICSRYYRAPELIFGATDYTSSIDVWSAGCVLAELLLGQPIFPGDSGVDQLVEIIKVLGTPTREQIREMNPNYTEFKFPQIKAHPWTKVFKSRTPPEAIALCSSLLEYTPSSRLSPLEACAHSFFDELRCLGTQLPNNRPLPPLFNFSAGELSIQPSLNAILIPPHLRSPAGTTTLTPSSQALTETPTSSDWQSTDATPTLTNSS
# HDAC3 inhib: inhibitors of human histone deacetylase 3 | recombinant HDAC3, fluorogenic peptide/trypsin coupled, fluorescence | inhibition, % at 8.3 µM | 0.15% of 320,000 active; in the data active = inhibition above about 26%, passing the limit was not always enough; inconclusive = no clear call, values can overlap the other calls
# KCNK3 block: human KCNK3 channel inhibition, primary screen | O14649 | CHO-KCNK3 thallium flux, FluxOR fluorescence; active compounds read low | B-score at 10 µM | 0.84% of 340,000 active;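 active = B-score under library mean minus 4 SD, starting fluorescence ratio at most library mean plus 5 SD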;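 note: more negative B-score means stronger inhibition of thallium flux through KCNK3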
# Target sequence (O14649 whole entry, looked up): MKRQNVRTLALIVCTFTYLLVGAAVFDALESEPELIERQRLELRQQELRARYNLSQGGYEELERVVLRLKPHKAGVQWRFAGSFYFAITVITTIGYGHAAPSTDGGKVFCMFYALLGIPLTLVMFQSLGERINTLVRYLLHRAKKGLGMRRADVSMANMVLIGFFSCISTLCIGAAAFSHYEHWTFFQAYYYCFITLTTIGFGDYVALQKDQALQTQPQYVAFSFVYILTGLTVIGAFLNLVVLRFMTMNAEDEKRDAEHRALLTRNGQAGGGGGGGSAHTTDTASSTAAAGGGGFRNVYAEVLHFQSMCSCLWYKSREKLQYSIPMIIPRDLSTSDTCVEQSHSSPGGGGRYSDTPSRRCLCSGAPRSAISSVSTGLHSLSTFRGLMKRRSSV
# KCNK9 block: inhibitors of human KCNK9 two-pore domain potassium channel; 1.2% of 310,000 active; B-score at 10 µM; AID 488922; HEK293 KCNK9, FluxOR thallium flux fluorescence; active compounds read low;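 active = ratio B-score over 3 SD below the library mean, with starting fluorescence within 5 SD of its mean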;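 note: negative B-score means less thallium flux so channel inhibition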
# GSK3B inh: inhibitors of human GSK3beta kinase; P49841; GST-GSK3beta kinase, ADP-Glo luminescence, 60 min; active compounds read low; activity score (negative = inhibition), % at 10 µM; 0.038% of 300,000 active;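 active = more than half of replicate wells score below -50%, meaning over 50% inhibition versus plate controls; inconclusive = some replicates but at most half score below -50%; inactive = no replicate scores below -50%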;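 note: 0% = median DMSO wells and -100% = median GW8510 positive control wells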
#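 Assay system: GST-fused GSK3beta enzyme, cell-free / Medium: Tris pH 7.5 buffer with MgCl2, DTT, BSA, heparin / Also added: peptide substrate plus 25 µM ATP (final) / Compound: 10 µM single point / Timing: kinase reaction with compound 60 min at room temperature / Detection: ADP-Glo luminescence / Benchmarks: DMSO neutral wells and GW8510 at 20 µM as positive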
# * hit, by the source's call; i = inactive; ? = inconclusive; . = not tested or not shown. These rows are one share of the data. The share of hits here may be higher or lower than overall.
SMILES,KCNQ1 inh,hERG rescue,PolyA inh,RGS4 act,KCNQ1 pot,Dyrk1A ADPGlo,GSK3A inh,HDAC3 inhib,KCNK3 block,KCNK9 block,GSK3B inh
Cc1cc(C)n(C(=O)CNC(=O)c2ccccc2Br)n1,i,-6.5,i,i,i,3.2,13.9,11.8,i,i,2.1
O=C1C2C3C=CC(C3)C2C(=O)N1/N=C/c1cn(Cc2ccc(F)cc2)c2ccccc12 (centres undefined),i,-4.5,i,-8.01*,i,1.9,-0.7,?,i,i,3.7
CCCOc1ccc(Br)cc1/C=N/NC(=O)c1cc(OC)c(OC)c(OC)c1,i,-3.3,i,i,i,-0.3,-0.2,2.1,i,i,2.4
COc1ccc2ccc(=O)oc2c1CC=C(C)C,i,-12.1,i,i,i,0.9,-0.7,-1.2,-11.6*,-15.3*,-0.7
CS(=O)(=O)c1ccccc1-c1nc(-c2ccc(C(F)(F)F)cc2)no1,i,-12.2,i,i,i,6.5,-1.4,14.3,i,i,-2.2
CSc1nnc(-c2cccs2)n1-c1ccccc1,i,-6.8,i,i,i,-4.5,0.1,-4.0,i,i,-1.2
COCCCNC(=O)c1ccc2c(c1)OCO2,i,-11.8,i,i,i,2.9,-1.6,-3.8,i,i,-2.3
Cc1ccsc1/C=N/n1c(-c2cccnc2)n[nH]c1=S,i,-9.9,i,i,i,18.2,-0.1,-6.6,i,i,-1.1
CCOc1cc(NC(=S)NCC2CCCO2)c(OCC)cc1NC(=O)c1cccc(C)c1 (centres undefined),i,-15.4,i,i,i,6.1,-0.8,8.9,i,i,-3.6
COc1ccc(C(=O)NCC(=O)OCC(=O)N2CC(C)CC(C)C2)cc1 (centres undefined),i,-12.0,i,i,i,-4.3,0.0,-11.2,i,i,0.4
CC1(C)Cc2c(C#N)c(NCC3CCCO3)nc(-c3ccco3)c2CO1 (centres undefined),i,-7.4,i,i,i,12.1,0.5,-2.8,i,i,-0.7
Cc1cc(C)cc(NC(=O)CSc2nnc(-c3ccccc3)n2N)c1,i,-11.3,i,i,i,48.4,-0.8,0.6,i,i,0.4
COC(=O)c1cn(NC(=O)Cc2cccc(OC)c2)c(=O)c2ccccc12,i,-2.7,i,i,i,-1.9,-12.7,-2.1,i,i,-1.4
O=C1N=C(N2CCCCC2)S/C1=C\c1ccccc1F,i,-8.3,i,i,i,1.6,-1.0,6.3,i,i,0.5
O=C(O)CC(=O)Nc1cc(Cl)ccc1O,i,-1.1,i,i,i,-3.9,-4.2,0.3,i,i,2.9
Cc1oc2cc(O)ccc2c(=O)c1-c1ccccc1,i,-3.3,i,i,i,9.3,0.7,-17.0,i,i,-3.2
CCCC1OC2CC3C4CCC5=CC(=O)C=CC5(C)C4C(O)CC3(C)C2(C(=O)O)O1 (centres undefined),i,-12.7,i,i,i,10.3,-2.3,8.5,i,i,0.2
C[N+]1(CCCCSc2ccc(O)cc2)CCCCC1,i,-6.7,i,i,i,3.0,-2.4,-3.6,i,i,1.7
O=[N+]([O-])c1ccc(N2CCN(C(=S)NCc3ccc(Cl)cc3)CC2)cc1,i,-14.2,i,i,i,0.5,2.0,4.6,i,i,0.2
O=C(CSc1cnc2ccccc2n1)NC1CCCC1,i,-12.2,i,i,i,6.0,-0.1,-2.0,i,i,-0.5

# Fetched one by one from above, 2 records:
SMILES,KCNQ1 inh,hERG rescue,PolyA inh,RGS4 act,KCNQ1 pot,Dyrk1A ADPGlo,GSK3A inh,HDAC3 inhib,KCNK3 block,KCNK9 block,GSK3B inh
O=C(O)CC(=O)Nc1cc(Cl)ccc1O,i,-1.1,i,i,i,-3.9,-4.2,0.3,i,i,2.9
Cc1oc2cc(O)ccc2c(=O)c1-c1ccccc1,i,-3.3,i,i,i,9.3,0.7,-17.0,i,i,-3.2

# (further entries)
SMILES,KCNQ1 inh,hERG rescue,PolyA inh,RGS4 act,KCNQ1 pot,Dyrk1A ADPGlo,GSK3A inh,HDAC3 inhib,KCNK3 block,KCNK9 block,GSK3B inh
Cc1ccc(OC/C(=N\O)C(C)(C)C)c([N+](=O)[O-])c1,i,-8.0,i,i,i,26.4,0.7,1.9,i,i,2.3
O=C(c1cc2cc(Br)ccc2o1)N1CCCCC1,i,-6.5,i,i,i,-2.2,1.0,-1.8,i,i,-0.5
C=CCN(C(=O)CN1CCOCC1)c1nc(C)c(-c2ccccc2)s1,i,-10.1,i,i,i,6.1,0.3,-0.7,i,i,1.9
COc1ccc(C2=NN(c3ccccc3)C(c3cccs3)C2)cc1 (centres undefined),i,-8.0,i,i,i,-1.2,0.2,-16.1,i,i,5.8
O=C(CN1C(=O)c2ccccc2S1(=O)=O)NCc1ccccn1,i,-13.0,i,i,i,-3.0,-2.7,-4.7,i,i,1.3
NC(=O)C1(c2ccccc2)CCOCC1,i,-3.3,i,i,i,-1.3,-0.5,-5.2,i,i,2.1
COc1ccc(OC)c(CNS(=O)(=O)c2cn(C)cn2)c1,i,-4.7,i,i,i,-6.3,0.6,-4.0,i,i,-3.6
COc1nc(NC(C)C)nc(N(C#N)CN2C(=O)c3ccccc3S2(=O)=O)n1,i,-8.8,i,i,i,2.4,-5.2,.,i,i,-1.5
Cc1ccc(OCCNC(=O)c2ccc3c(c2)OCO3)cc1,i,-8.1,i,i,i,2.7,-5.5,3.8,i,i,1.3
CCn1c(O)c(N=NC(=O)c2cccnc2)c2cc(Br)ccc21,i,-10.3,i,i,i,1.7,-2.5,-14.2,i,i,-1.7
COc1cccc(C(=O)NC(=S)Nc2cccnc2)c1,i,-4.5,i,i,i,12.5,-1.0,0.6,i,i,1.2
C(=N\n1cnnc1)/c1cccc(OCCOc2ccccc2)c1,i,-8.7,i,i,i,-8.2,-1.7,-8.8,i,i,-0.5
Cc1cc(OCC(=O)Nn2cnnc2)c(C)cc1Br,i,-5.0,i,i,i,10.0,.,-5.6,i,i,-5.6
CN(CC(=O)Nc1ccc(F)cc1)C(=O)COC(=O)C1=COCCO1,i,-10.1,i,i,i,7.2,-0.9,1.9,i,i,-3.3
COc1ccc(CC(NC(C)=O)C(=O)NC2CCN(C(=O)Nc3ccccc3Cl)CC2)cc1OC (centres undefined),i,-8.6,i,i,i,3.4,-1.2,-0.9,i,i,1.2
O=C(Nc1cccc(Cl)c1)OC1CCCCc2cccnc21 (centres undefined),i,-3.4,i,i,i,1.0,-4.5,-8.2,-9.34*,i,-0.9
CCOc1cc(C(=O)N/N=C/c2ccoc2)cc(OCC)c1OCC,i,-12.1,.,i,i,7.4,.,-0.2,i,i,2.5
NC(=O)c1ccccc1NS(=O)(=O)c1ccc2c(c1)OCCO2,i,-8.3,i,i,i,-0.3,-3.9,-3.6,i,i,1.1
CCOc1ccc(-n2c(CCc3ccccc3)n[nH]c2=S)cc1,i,-8.0,i,i,i,-0.4,9.2,3.5,i,i,2.0
CC(C)CC(=O)c1c[nH]c(C(=O)N2CCN(Cc3ccccc3)CC2)c1,i,-3.2,i,i,i,.,5.1,1.2,i,i,-5.2
CC1CN(C(=O)CCS(=O)(=O)c2ccccc2)CC(C)O1 (centres undefined),i,-0.1,i,i,i,-2.6,1.3,-0.6,i,i,-0.8
CC(=O)Nc1ccc(C2=NNC(=Nc3cccc(S(=O)(=O)N(C)C)c3)SC2)cc1,i,-5.1,i,i,i,1.5,3.7,-1.1,i,i,-2.7
CC(C)C[C@@H](CSc1ccccc1)N1CCN(CC(C)C)CCC1=O,i,-0.5,i,i,i,.,-1.7,-5.6,i,i,3.2
Cc1cccc(-n2c(O)c(C=Nc3ccc(O)cc3)c3ccccc3c2=O)n1,i,-2.8,i,i,i,3.5,-0.2,6.8,i,i,1.3
Cc1cc(C)nc(NC(=O)C2c3ccccc3Oc3ccccc32)n1,i,-6.2,i,i,i,-2.1,0.0,-5.4,i,i,2.4
Cc1ccc(CN2CCC(c3cc(-c4ccc(Cl)cc4)n[nH]3)CC2)cc1,i,-23.8,i,i,i,10.4,0.5,9.5,i,i,-2.3
Cc1cc(C)nc(OC(C(=O)O)C(OCc2ccccc2)(c2ccccc2)c2ccccc2)n1 (centres undefined),i,-6.3,i,i,i,3.8,-3.5,-0.3,i,i,3.2
CCC(CC)NC(=O)Cc1ccc(S(=O)(=O)N2CCOCC2)s1,i,-6.6,i,i,i,4.6,-0.9,-2.9,i,i,0.8
COc1cc(C(=O)NCCN=C2NS(=O)(=O)c3ccccc32)cc(OC)c1OC,i,-4.1,i,i,i,-4.8,-1.4,6.1,i,i,-3.8
COc1ccc(N=c2scc(C)n2CCCN2CCCC2=O)cc1,i,-4.0,i,i,i,-1.8,-4.7,7.6,i,i,2.2
Cn1cc(S(=O)(=O)N2CCOCC2)cc1C(=O)Nc1ccc(Cl)cc1,i,-9.3,i,i,i,8.4,-1.7,.,i,i,1.0
Cc1cccc(NC(=S)NNC(=O)c2ccc3c(c2)OCO3)c1,i,-1.0,i,i,i,5.5,-0.6,6.0,i,i,1.8
O=C1CCN(Cc2ccc(Br)cc2)CCN1CCO,i,-7.8,i,i,i,5.6,0.1,-3.6,i,i,2.9
CC(=O)N1CCc2cc(S(=O)(=O)NC(Cc3ccccc3)C(=O)O)ccc21 (centres undefined),i,-3.5,i,i,i,-4.2,-2.6,1.6,i,i,2.3
O=C(NC(=S)N1CCN(c2nc(-c3ccccc3)cs2)CC1)c1cccnc1,i,3.6,i,i,i,-0.2,0.7,8.5,i,i,-1.2
CC(NS(=O)(=O)c1ccccc1)C(N)=O (centres undefined),i,2.9,i,i,i,.,-3.7,?,i,i,-0.8
CCOc1cc(/C=C2\SC(=Nc3ccc(CC)cc3)NC2=O)ccc1OCC(=O)O,i,-0.6,i,i,i,8.3,1.9,?,i,i,-4.0
Cc1cc(NC(=O)c2ccc3c(c2)OCO3)no1,i,-9.9,i,i,i,8.5,-2.0,0.3,i,i,-3.7
COc1cc2c(-c3ccccc3O)nc3c(c(C)nn3-c3ccccc3)c2cc1OC,i,-6.7,i,i,i,1.5,-0.2,-2.6,i,i,0.3
CCC1(C)Cc2c(sc(NC(=S)NC(=O)c3ccccc3)c2C#N)CO1 (centres undefined),i,-2.6,i,i,i,-1.2,-2.0,3.7,i,i,-0.3
CC1(C)CC2c3cccc(C(=O)O)c3C(=O)N2c2c1ccc1ccccc21 (centres undefined),i,-1.0,i,i,i,0.3,-1.1,-10.8,i,i,3.3
